Screens deposited in PubChem BioAssay by Johns Hopkins Ion Channel Center.
Kir21 block: inhibitors of mouse Kir2.1 inward-rectifier potassium channel | Inward rectifier potassium channel 2 (Mus musculus), P35561 | 0.85% of 310,000 active | B-score at 10 µM | AID 1672, 2009 | HEK293-Kir2.1, FluxOR thallium flux fluorescence; active compounds read low;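 active means fluorescence ratio B-score at or below minus 3 SD of library scores, with starting-brightness B-score within 2 SD, cut at about -4.2 in these data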;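 further: channel flux triggered by added potassium and thallium sulfate stimulus; B-score of peak minus minimum fluorescence over baseline after thallium stimulus; more negative B-score means stronger Kir2.1 block with less thallium influx; some compounds called inactive have numbers as strong as hits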
KCNQ2 inh: KCNQ2 potassium channel inhibitors, primary screen, cell-based, CHO-K1, FluxOR thallium flux, B-score (AID 2156); Potassium voltage-gated channel subfamily KQT member 2 (Rattus norvegicus), O88943; 20 min; active compounds read low; B-score at 10 µM; 1.1% of 310,000 active;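 active means fluorescence ratio B-score at most minus 3 library SDs, with starting brightness B-score within 2 library SDs, cut at about -5.5 in these data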
Target sequence (O88943 whole entry, looked up): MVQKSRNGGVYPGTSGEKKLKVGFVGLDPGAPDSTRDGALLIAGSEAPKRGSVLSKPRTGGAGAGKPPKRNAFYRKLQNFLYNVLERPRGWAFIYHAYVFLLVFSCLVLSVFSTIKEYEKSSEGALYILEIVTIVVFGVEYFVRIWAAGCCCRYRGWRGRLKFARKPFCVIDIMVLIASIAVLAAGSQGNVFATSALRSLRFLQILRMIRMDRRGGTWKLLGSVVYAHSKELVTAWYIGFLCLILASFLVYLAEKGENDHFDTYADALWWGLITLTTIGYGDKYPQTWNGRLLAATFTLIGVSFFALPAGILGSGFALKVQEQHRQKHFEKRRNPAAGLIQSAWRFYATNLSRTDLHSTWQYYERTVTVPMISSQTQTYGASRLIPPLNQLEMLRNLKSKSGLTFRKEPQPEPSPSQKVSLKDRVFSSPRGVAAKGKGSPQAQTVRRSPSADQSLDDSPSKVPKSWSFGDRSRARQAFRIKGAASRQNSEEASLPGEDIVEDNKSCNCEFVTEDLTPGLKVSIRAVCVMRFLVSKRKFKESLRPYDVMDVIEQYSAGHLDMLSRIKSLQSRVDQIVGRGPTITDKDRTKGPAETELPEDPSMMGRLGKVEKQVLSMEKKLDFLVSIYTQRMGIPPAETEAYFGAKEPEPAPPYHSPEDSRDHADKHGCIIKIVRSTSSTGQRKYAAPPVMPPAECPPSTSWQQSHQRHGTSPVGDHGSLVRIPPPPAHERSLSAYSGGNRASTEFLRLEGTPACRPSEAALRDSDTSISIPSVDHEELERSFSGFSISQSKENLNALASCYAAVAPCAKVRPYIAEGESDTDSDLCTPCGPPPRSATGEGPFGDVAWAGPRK
* marks the source's active call; other numbers are inactive results; i = inactive.

The opening 3 entries, to show the layout:
SMILES | Kir21 block | KCNQ2 inh
CC(C)C(=O)O/N=C(\N)c1ccccn1 | 0.95 | i
CCOC(=O)c1c(-c2ccc(C)o2)csc1NC(=O)COC(=O)c1ccc(NC(N)=O)cc1 | 0.43 | i
Cc1ccc(CCNC(=O)C2CCN(S(=O)(=O)c3cccc4nonc34)CC2)cc1 | 0.22 | i

Main list (from the top)
SMILES | Kir21 block | KCNQ2 inh
CC(C)C(=O)O/N=C(\N)c1ccccn1 | 0.95 | i
CCOC(=O)c1c(-c2ccc(C)o2)csc1NC(=O)COC(=O)c1ccc(NC(N)=O)cc1 | 0.43 | i
Cc1ccc(CCNC(=O)C2CCN(S(=O)(=O)c3cccc4nonc34)CC2)cc1 | 0.22 | i
COc1ccc(COC(=O)C2=C(C)NC(=O)NC2c2cc(Br)c(O)c(OC)c2)cc1 (stereo unspecified) | -0.61 | i
Cc1cc(C(=O)COC(=O)c2ccccc2NCCO)c(C)n1CC1CCCO1 (stereo unspecified) | -0.05 | i
Cc1nc(-c2ccccc2)sc1C1(C)CC(c2cccnc2)=NO1 (stereo unspecified) | -0.61 | i
COc1ccc2cc(CCNC(=O)c3ccc4c(c3)OCO4)c(=O)[nH]c2c1 | 1.06 | i
CCOC(=O)N1CCN(CC(=O)Nc2c(C(=O)OC)[nH]c3cc(C)ccc23)CC1 | -0.16 | i
CCOC(=O)C1(C(F)(F)F)N=C(c2cccnc2)OC(N2CCCCC2)=N1 (stereo unspecified) | 1.22 | i
CC1(C)CC(=O)c2cnc(NC3CC3)nc2C1 | 0.03 | i
O=C(NCCN1CCCCC1)c1ccc(Oc2cc(Cl)cc(Cl)c2)o1 | -2.05 | i
C=C(C)Cn1c(Sc2nc3ccccc3[nH]2)nc2c1c(=O)[nH]c(=O)n2C | -1.31 | i
c1ccc(-c2nc(-c3ccccn3)no2)cc1 | -0.01 | i
COc1cc(OC)c(NS(=O)(=O)c2ccc3c(c2)NC(=O)CO3)cc1Cl | -0.53 | i
COc1ccccc1NC(=S)N(Cc1cccnc1)Cc1ccco1 | -0.45 | i
CCOC(=O)c1c(C)[nH]c(C(=O)C(C)OC(=O)c2oc3ccccc3c2COC)c1C (stereo unspecified) | -0.08 | i
O=c1c2cc(F)ccc2[nH]c(=S)n1CCCN1CCOCC1 | 0.99 | i
Cc1ccc2[nH]cc(CCNC(=O)c3cccs3)c2c1 | 0 | i
CCc1nc(Nc2ccncc2)c2oc3ccccc3c2n1 | -0.57 | i
CC(=O)Nc1ccc(NC(=O)/C=C/c2ccccc2)cc1 | 0.39 | i
COc1ccc(OC)c(S(=O)(=O)Nc2ccc(-c3ccc4nnc(C)n4n3)cc2)c1 | 0.69 | i
CN(C)S(=O)(=O)c1cccc(NC(=O)COC(=O)COc2ccccc2[N+](=O)[O-])c1 | 0.04 | i
COc1ccc(C(CNC(=O)c2ccc(S(=O)(=O)Nc3ccc(F)cc3)cc2)N(C)C)cc1 (stereo unspecified) | 0.7 | i
COC(=O)/C=C1\C(=O)N(c2nc3ccccc3s2)C(=S)N1c1ccc(F)cc1 | -0.1 | i
CS(=O)(=O)Nc1ccc(C(=O)NCc2cccnc2)cc1 | -0.54 | i
Cc1[nH]n(-c2ccccc2)c(=O)c1C=Nc1ccc(S(=O)(=O)N=C(N)N)cc1 | 0.05 | i
COCC(=O)NCCNc1nc2ccc(C)cc2cc1C | -1.38 | i
COc1cccc(CNC(=O)C2CCCN(c3nn4c(=O)cc(C)nc4s3)C2)c1OC (stereo unspecified) | 0.23 | i
Nc1nonc1N/N=C/c1c(O)ccc2ccccc12 | 0.74 | i
Cc1cccc(OCC(=O)NCC(=O)N/N=C/c2cc(Br)ccc2OCc2ccccc2)c1 | 1.37 | i
CCC(=O)N(Cc1ccco1)C1CC(=O)N(c2ccccc2)C1=O (stereo unspecified) | 3.45 | i
O=c1nc(-c2ccccc2)c2cc(Br)ccc2[nH]1 | 0.67 | i
CCOc1ccc2nc(NC(=O)COc3ccc(N(C)S(=O)(=O)c4ccc(C)cc4)cc3)sc2c1 | -2.92 | i
CCCCP(=O)(CCCC)Cc1ccccc1O | -1.57 | i
Cc1ccc(Cl)cc1N1CCN(C(=O)c2ccc(CN3CCOCC3)cc2)CC1 | -1.61 | i
Cc1sc(NC(=O)CSc2nc(N)cc(N)n2)c(C#N)c1C | 0.07 | i
c1ccc2c(c1)ncn2-c1ccc(-c2ccnc(-c3ccncc3)n2)cc1 | 1.81 | i
COC(=O)c1sccc1NC(=O)C1C2C=CC(C2)C1C(=O)O (stereo unspecified) | 2.24 | i
CCOC(=O)CSc1nc2nc(C)cc(C)n2n1 | 1.44 | i
COc1ccc(CN(C)C(c2ccccc2)c2nnnn2-c2ccccc2C)c(OC)c1C (stereo unspecified) | 0.89 | -6.04*
CCOC(=O)C1(Cc2ccccc2)CCN(Cc2nccn2CC)CC1 | -0.21 | i
Cc1nn(-c2cc(N(S(C)(=O)=O)S(C)(=O)=O)c(Cl)cc2Cl)c(=O)n1C | 0.68 | i
CN(CC(=O)Nc1cccc(F)c1)C(=O)CCC1CCCCC1 | 0.66 | i
COc1ccccc1CC(=O)Nc1cccc(C(=O)Nc2nccs2)c1 | -0.61 | i
CC(C(=O)N1CCc2ccccc21)N1CCc2ccccc2C1 (stereo unspecified) | -0.7 | i
COc1ccc(C(=O)Nc2nc(C)c3cc4c(cc3n2)OCO4)cc1 | -0.43 | i
CC1CCN(C2=C(NS(=O)(=O)c3ccc(Cl)cc3)C(=O)c3ccccc3C2=O)CC1 | -0.33 | i
CSc1ccc(C(=O)C2CCCN(C(=O)CCc3c(C)nn(C)c3C)C2)cc1 (stereo unspecified) | -1.17 | i
O=C(N1CCC(n2nc(-c3ccccc3)oc2=O)CC1)C1(c2ccc(Cl)cc2)CC1 | -1.61 | -8.22*
CCN1CCN(C(=S)Nc2ccc(Cl)cc2)CC1 | 0.96 | i
Cc1ccc(NC(=O)Nc2cnccn2)cc1 | 0.7 | i
O=C(CCSc1nc(-c2ccco2)cc(C(F)(F)F)n1)NCC1CCCO1 (stereo unspecified) | 0.07 | i
CCCNC(=O)COC(=O)c1ccc(N2CCCC2)c([N+](=O)[O-])c1 | -0.66 | i
O=C(Nc1ccc(CN2CCOCC2)cc1)c1ccco1 | 1.7 | i
CC1(C)CC(=O)N(c2ccc(Cl)c(Cl)c2)C(=O)C1 | 1.43 | i
COc1ccc(C(=O)CSc2nncn2C)cc1 | -1.99 | i
CCc1ccc(C(=O)NNc2ccc(F)cc2)cc1 | 0.91 | i
CCC(=O)N1CC2(C)CN(C(=O)CC)CC(C)(C1)C2 | -2.63 | i
CC(=O)Nc1ccc(S(=O)(=O)Nc2cc(C)cn(Cc3ccc(C)cc3)c2=O)cc1 | 1.67 | i
S=c1[nH]nc(-c2ccc3ccccc3n2)n1-c1ccc(Cl)cc1 | 0.19 | i

Additional structures.
SMILES | Kir21 block | KCNQ2 inh
Cc1ccsc1/C=N/NC(=O)Cn1cnc2ccccc21 | -1.6 | i
O=C(CCc1ccccc1)Nc1ccccc1[N+](=O)[O-] | -2.51 | i
Cc1nn(-c2ccc(Br)cc2)c(=O)c2ccccc12 | 0.35 | i
CCC(=O)N1CCc2cc(S(=O)(=O)CCC(=O)NCc3cccc(OC)c3)ccc21 | 0.09 | i
CC1CCN(CC(=O)Nc2ccc(S(=O)(=O)N3C(C)CCCC3C)cc2)CC1 (stereo unspecified) | -0.75 | i
Cn1c(NCc2ccco2)nc2c1c(=O)n(Cc1ccc(Br)cc1)c(=O)n2C | -2.67 | i
CCCCCCC1CC(=O)NC(=O)N1 (stereo unspecified) | -2.39 | i
CC(=O)Nc1ccc(/C=N/NC(=O)c2cc3ccccc3nc2C)cc1 | 0.89 | i
Cc1cccc(C)c1NC(=O)NC1(C(=O)N2CCCC2)CCCCC1 | -0.28 | i
O=C1Nc2c(c(=O)[nH]c(=O)n2Cc2ccccc2)C1(NS(=O)(=O)c1ccccc1)C(F)(F)F (stereo unspecified) | 0 | i
COc1ccc2nc(N3C(=O)C(O)=C(C(=O)c4ccco4)C3c3ccccc3OC)sc2c1 (stereo unspecified) | -0.57 | i
Cc1ccc(S(=O)(=O)Nc2nc3ccccc3nc2NCc2ccco2)cc1C | -0.89 | i
CCCCCc1cc(=O)oc2c(C(CCN(CC)CC)c3ccc(N(C)C)cc3)c(OC)cc(OC)c12 (stereo unspecified) | -0.35 | i
CN(C)c1ccccc1C(=O)N1CCCC(Nc2ccc(F)cc2)C1 (stereo unspecified) | -0.94 | i
CC(C)(CO)C(O)C(=O)NCCC#N (stereo unspecified) | -0.51 | i
CN(C)CCN(C(=O)c1ccc(Br)s1)c1nc2cc3c(cc2s1)OCCO3 | 0.95 | i
CCN1CCN(C(=O)CCc2nc3ccccc3n2-c2ccccc2)CC1 | -0.87 | i
CC1=C(C(=O)Nc2ccccc2C)C(c2ccc(C)o2)C2=C(CCCC2=O)N1 (stereo unspecified) | -0.09 | i
O=C(O)c1cc(Cl)ccc1-c1ccc(/C=C/c2cc(C(F)(F)F)[nH]c(=O)n2)o1 | -7.73 | i
CC1CCCN(c2ccc(C(=O)NCc3ccccc3)cn2)C1 (stereo unspecified) | -2.68 | i
COC(=O)C(CC(C)C)NC(=O)c1ccc([N+](=O)[O-])c(C)c1 (stereo unspecified) | -0.55 | i
Cc1cc(C)n(S(=O)(=O)c2cccc(Cl)c2Cl)n1 | -1.61 | i
CCOC(=O)c1cccc(NC(=O)C2CCCN(c3nnc(N4CCCC4=O)s3)C2)c1 (stereo unspecified) | -0.03 | i
Fc1ccc(CN2CCN(c3ncccn3)CC2)cc1 | 0.75 | i
COc1ccc(S(=O)(=O)N2CCCN(S(=O)(=O)c3ccc(OC)cc3C)CC2)c(C)c1 | -0.65 | i
CCOC(=O)c1cc(NC(=O)c2cccs2)ccc1N1CCOCC1 | -0.08 | i
C#CCN1C(=O)C(O)(CC(=O)c2cccc(OC)c2)c2ccccc21 (stereo unspecified) | 0.71 | i
c1ccc(-c2cn3c4c(sc3n2)CCCC4)cc1 | -1.85 | i
CN(C)Cc1nc2ccccc2c(=O)n1CC(=O)Nc1cccc(S(=O)(=O)N2CCOCC2)c1 | 0.06 | i
CC1CCN(CCc2nc3cc(NC(=O)C(C)C)ccc3n2C)CC1 | 1.59 | i

Continued; the last 4 above are carried over.
SMILES | Kir21 block | KCNQ2 inh
C#CCN1C(=O)C(O)(CC(=O)c2cccc(OC)c2)c2ccccc21 (stereo unspecified) | 0.71 | i
c1ccc(-c2cn3c4c(sc3n2)CCCC4)cc1 | -1.85 | i
CN(C)Cc1nc2ccccc2c(=O)n1CC(=O)Nc1cccc(S(=O)(=O)N2CCOCC2)c1 | 0.06 | i
CC1CCN(CCc2nc3cc(NC(=O)C(C)C)ccc3n2C)CC1 | 1.59 | i
CC1(C)CC(=O)C(=CN2CCOCC2)C(=O)C1 | 2.8 | i
CCn1c(=S)[nH]c2sc3c(c2c1=O)CCCCC3 | 0.08 | i
FC(F)(F)c1nnc(-c2ccccc2)nc1N1CCCC1 | -2.15 | i
CCOC(=O)N1CCN(S(=O)(=O)CCNC(=O)c2ccc(F)cc2)CC1 | -0.01 | i
CCN(CC)S(=O)(=O)c1ccc2oc(Nc3ccc(OC)cc3)nc2c1 | 0.06 | i
CCN(Cc1ccccc1)Cc1ccc(OCc2ccccc2)c(OC)c1 | -2 | i
O=C1C2N=NN(CC(=O)N3N=C(c4ccccc4)CC3c3ccc([N+](=O)[O-])cc3)C2C(=O)N1c1ccccc1 (stereo unspecified) | -0.46 | i
CCOC(=O)C1CCN(C(=O)Nc2cccc(Cl)c2)CC1 | 1.64 | i
CN1CCc2c(sc3c2c(=O)n(-c2ccccc2)c2nnc(SCc4ccccc4)n32)C1 | 0.49 | i
COCCn1c(Cc2ccccc2)nnc1SCC(=O)NC1CCCCC1 | -1.05 | i
CCn1ncc(Br)c1C(=O)Nc1ccc(OC(F)(F)F)cc1 | -0.62 | i
Cc1cc(=O)[nH]c(N=N/C(=N/Nc2ccccc2C)c2ccccc2)n1 | -0.59 | i
COc1ccc(Nc2n[nH]c(C)c2[N+](=O)[O-])cc1 | -0.2 | i
CC(=O)Nc1ccc(C(=O)n2cnc3cc(C)c(C)cc32)cc1 | 0.36 | i
COc1cccc(N(CC(=O)Nc2ccccc2C(=O)N2CCCC2)S(C)(=O)=O)c1 | 0.93 | i
C[C@]12CCC3C(CC[C@H]4CCCC[C@]34C)C1CC[C@@]2(O)CNCCO (stereo partly specified) | 0.84 | i
O=S(=O)(Cc1ccccc1)N=Nc1c(O)[nH]c2ccc(Br)cc12 | -0.04 | i
Cc1ccc(NC(=O)CN(C)Cc2cccs2)cc1Cl | -1.43 | i
NS(=O)(=O)c1cccc(NC(=O)Cc2ccc(Cl)c(Cl)c2)c1 | -0.31 | i
O=C(NC(=S)Nc1ccc(NC(=O)c2cccs2)cc1)c1ccco1 | 1.83 | i
COc1ccc2c(c1)CCCC21NC(=O)NC1=O (stereo unspecified) | 1.94 | i
c1ccc2nc(N3CCN(Cc4ccc5c(c4)OCO5)CC3)cnc2c1 | 0.24 | i
Cc1cccc2cc(C#N)c(NCCCNS(=O)(=O)c3ccc(Cl)cc3)nc12 | 1.23 | i
COC(F)(C(=O)Nc1ccc2c(c1)C(=O)NC2=O)C(F)(F)F (stereo unspecified) | -0.68 | i
COc1cccc(NC(=O)CN(C)C(=O)c2ccc(-c3ccc(Cl)cc3)o2)c1 | -1.24 | i
NC(=O)c1c(/N=C/c2cccnc2)sc2c1CCCC2 | -1.32 | i
CCCCn1c(N)c(N(CCOC)C(=O)CN(C)S(=O)(=O)c2ccc(F)cc2)c(=O)[nH]c1=O | -1.68 | i
Cn1c(=O)c2sccc2n2c(CCCC(=O)Nc3ccccc3)nnc12 | 1.67 | i
